# EZH2 inh: blocks human EZH2/PRC2 H3K27 methylation; Q15910; DELFIA TRF, 1 h; inhibition, % at 12.5 µM; 0.35% of 57,000 active; AID 651548;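 active means mean inhibition of replicates at least 50% and every single replicate also reaching 50%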;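 further: dimethyl H3K27 on biotinylated H3 21-44 peptide detected by antibody; plate controls were median neutral control wells for no effect and median positive control wells for full effect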
# Target sequence (Q15910 whole entry, looked up): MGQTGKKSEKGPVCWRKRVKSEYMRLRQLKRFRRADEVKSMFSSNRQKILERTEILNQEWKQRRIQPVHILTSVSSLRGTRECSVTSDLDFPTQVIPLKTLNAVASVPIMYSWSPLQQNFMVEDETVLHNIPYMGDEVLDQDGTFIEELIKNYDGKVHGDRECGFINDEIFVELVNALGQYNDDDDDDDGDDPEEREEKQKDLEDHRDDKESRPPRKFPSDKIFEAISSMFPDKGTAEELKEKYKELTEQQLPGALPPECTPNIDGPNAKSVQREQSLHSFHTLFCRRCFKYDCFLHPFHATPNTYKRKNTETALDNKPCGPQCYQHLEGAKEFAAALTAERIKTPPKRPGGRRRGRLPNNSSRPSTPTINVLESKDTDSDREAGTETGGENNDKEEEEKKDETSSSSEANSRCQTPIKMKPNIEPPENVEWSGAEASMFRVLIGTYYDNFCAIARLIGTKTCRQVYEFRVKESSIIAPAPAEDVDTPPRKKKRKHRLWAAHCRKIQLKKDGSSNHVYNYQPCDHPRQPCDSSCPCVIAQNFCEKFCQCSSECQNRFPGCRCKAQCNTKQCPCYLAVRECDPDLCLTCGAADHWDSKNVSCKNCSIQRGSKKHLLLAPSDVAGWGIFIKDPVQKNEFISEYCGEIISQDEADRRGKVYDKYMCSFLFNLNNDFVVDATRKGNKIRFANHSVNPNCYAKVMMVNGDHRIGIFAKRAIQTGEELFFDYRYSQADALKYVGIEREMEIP
# IDH1 mut inh: blocks human IDH1 R132H reductase activity. O75874. diaphorase/resazurin fluorescence, 60 min. inhibition, % at 10 µM. 0.18% of 70,000 active. AID 624101; in the data active means inhibition above about 34%;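 further: 0% = DMSO and 100% = no enzyme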
# Numbers without * were called inactive; . = not tested or not shown; & = joins results of further samples. Only part of the results is shown; rates above refer to the full screens.
# Below each compound: IDH1 mut inh, EZH2 inh
C[C@H]1CN([C@@H](C)CO)C(=O)CCCn2cc(nn2)CO[C@H]1CN(C)S(=O)(=O)c1ccc(F)cc1
  ., 2
CSc1ccccc1NC(=O)CN(C1CCCCC1)S(=O)(=O)c1ccc(F)cc1
  0.1, 26
CN(CC(=O)Nc1cccnc1)S(=O)(=O)c1cc(Cl)ccc1Cl
  0.6, .
C[C@H]1CN([C@@H](C)CO)S(=O)(=O)c2ccc(C#CC3CC3)cc2O[C@@H]1CN(C)C(=O)CC1CC1
  0.2, 22
Cc1noc(C)c1S(=O)(=O)Nc1ccc2c(c1)CC(=O)N([C@H](C)CO)C[C@H](C)[C@@H](CN(C)C(=O)Nc1ccccc1)O2
  2.3, .
C[C@H]1CN([C@@H](C)CO)C(=O)c2cc(C#CCN(C)C)cnc2O[C@@H]1CN(C)C(=O)CN1CCOCC1
  -3.0, 24
CC(=O)N(C)C[C@H]1Oc2cc(C3=CCCCC3)ccc2S(=O)(=O)N([C@@H](C)CO)C[C@H]1C
  ., 0
C[C@@H]1CN([C@H](C)CO)C(=O)c2cc(NC(=O)C3CC3)ccc2O[C@@H]1CN(C)S(=O)(=O)c1ccccc1
  2.0, .
C[C@@H]1CN([C@@H](C)CO)C(=O)c2cc(C#Cc3ccncc3)cnc2O[C@H]1CN(C)C(=O)c1ccccc1F
  0.1, 10
C[C@H]1CN([C@@H](C)CO)C(=O)c2cccc(NS(=O)(=O)c3cn(C)cn3)c2O[C@@H]1CN(C)S(=O)(=O)c1cn(C)cn1
  -1.2, .
C[C@H](CO)N1C[C@H](C)[C@@H](CN(C)Cc2ccc(-c3ccccc3)cc2)Oc2ncc(C#C[C@@H](C)O)cc2C1=O
  0.0, -29&-23
C[C@H](CO)N1C[C@H](C)[C@@H](CN(C)C)Oc2ncc(-c3cccc(C(=O)N(C)C)c3)cc2C1=O
  1.0, 1
C[C@H](NC(=O)C[C@H]1C[C@H]2c3cc(NC(=O)Nc4ccc(C(F)(F)F)cc4)ccc3O[C@H]2[C@@H](CO)O1)c1ccccc1
  0.7, -17
C[C@H](CO)N1C[C@H](C)[C@@H](CN(C)C(=O)c2ccncc2)OCCCC[C@H](C)Oc2ccc(NS(=O)(=O)c3cn(C)cn3)cc2C1=O
  3.0, .
C[C@@H]1CN([C@@H](C)CO)C(=O)CCCn2nncc2CO[C@H]1CN(C)C(=O)CCC(F)(F)F
  ., 2
C[C@H](O)C#Cc1cnc2c(c1)C(=O)N([C@H](C)CO)C[C@H](C)[C@@H](CN(C)C(=O)CN1CCOCC1)O2
  -0.4, 9
C[C@H]1CN([C@@H](C)CO)C(=O)c2cc(NS(=O)(=O)c3ccc(F)cc3)ccc2O[C@@H]1CN(C)S(=O)(=O)c1ccc(F)cc1
  -0.9, .
C[C@@H]1CN([C@H](C)CO)C(=O)c2cccc(NS(=O)(=O)c3ccccc3)c2O[C@H]1CN(C)Cc1ccc(C(=O)O)cc1
  -1.8, .
COc1ccc(-n2nc3cc(C)c(NC(=O)COc4cccc(C)c4)cc3n2)cc1
  0.0, -3
CNC(=O)c1cc2c(cn1)[nH]c1ccccc12
  -0.2, -4

# Reprinted at random: four compounds from above, in no set order.
# Below each compound: IDH1 mut inh, EZH2 inh
C[C@@H]1CN([C@@H](C)CO)C(=O)CCCn2nncc2CO[C@H]1CN(C)C(=O)CCC(F)(F)F
  ., 2
COc1ccc(-n2nc3cc(C)c(NC(=O)COc4cccc(C)c4)cc3n2)cc1
  0.0, -3
C[C@H]1CN([C@@H](C)CO)C(=O)CCCn2cc(nn2)CO[C@H]1CN(C)S(=O)(=O)c1ccc(F)cc1
  ., 2
C[C@H](CO)N1C[C@H](C)[C@@H](CN(C)C(=O)c2ccncc2)OCCCC[C@H](C)Oc2ccc(NS(=O)(=O)c3cn(C)cn3)cc2C1=O
  3.0, .

# (next part)
# Below each compound: IDH1 mut inh, EZH2 inh
CCC(=O)Nc1cccc(NC(=O)COc2cc(Cl)c(Cl)cc2Cl)c1
  0.0, 16
COc1cccc(-c2ccc3c(c2)O[C@H](CN(C)Cc2cncnc2)[C@H](C)CN([C@H](C)CO)S3(=O)=O)c1
  -0.5, -8
COCC(=O)N(C)C[C@@H]1Oc2ncc(C#CC3(O)CCCC3)cc2C(=O)N([C@H](C)CO)C[C@@H]1C
  -0.4, -17
CO[C@H]1CN(C)C(=O)c2ccc(NC(=O)C3CCCCC3)cc2OC[C@@H](C)N(C(=O)c2ccccc2)C[C@H]1C
  0.4, 0
C[C@@H]1CN([C@H](C)CO)C(=O)c2c(c3ccccc3n2C)-c2ccccc2CO[C@H]1CN(C)Cc1ccc(C(=O)O)cc1
  0.5, 11
Cc1noc(C)c1S(=O)(=O)Nc1ccc2c(c1)C(=O)N([C@H](C)CO)C[C@H](C)[C@H](CN(C)S(C)(=O)=O)OCCCC[C@H](C)O2
  2.4, .
C[C@H](O)C#Cc1cnc2c(c1)C(=O)N([C@@H](C)CO)C[C@H](C)[C@@H](CN(C)Cc1ccccn1)O2
  ., -14
C[C@H]1CN([C@@H](C)CO)C(=O)c2cc(/C=C/c3ccccc3)cnc2O[C@@H]1CN(C)S(=O)(=O)c1ccc(F)cc1
  -3.5, 21
C[C@@H]1CN([C@H](C)CO)C(=O)c2cc(NC(=O)CCC(F)(F)F)ccc2O[C@@H](C)CCCCO[C@H]1CN(C)C(=O)Nc1ccc2c(c1)OCO2
  -1.5, .
C[C@@H]1CN([C@@H](C)CO)C(=O)CCCn2nncc2CO[C@@H]1CN(C)S(=O)(=O)c1ccccc1C#N
  0.8, .
Cc1ccc(N(Cc2ccco2)C(=O)c2cccc(S(=O)(=O)N(C)C)c2)cc1
  -0.5, 4
C[C@H]1CN([C@@H](C)CO)C(=O)c2cccc(NC(=O)C3CC3)c2O[C@H]1CN(C)C
  -0.7, 2
O=C(C[C@H]1CC[C@@H](NC(=O)Nc2ccc(F)cc2)[C@H](CO)O1)NCCN1CCCC1
  0.0, -6
CCC(=O)Nc1ccc2c(c1)C(=O)N(C)C[C@H](OC)[C@H](C)CN(Cc1ccccn1)[C@H](C)CO2
  -0.1, -2
CCC(=O)Nc1ccc2c(c1)C(=O)N(C)C[C@H](OC)[C@H](C)CN(C(=O)CN(C)C)[C@H](C)CO2
  -0.2, 8
CCC(=O)N1C[C@@H](C)[C@H](OC)CN(C)C(=O)c2cc(NC(=O)c3ccc(F)cc3)ccc2OC[C@@H]1C
  0.1, 14
CN(C)S(=O)(=O)N1CCN(CC(=O)Nc2ccc(Br)cc2)CC1
  -0.3, 2
C[C@H]1CN([C@@H](C)CO)C(=O)c2cc(C#Cc3cccc(F)c3)cnc2O[C@@H]1CN(C)C(=O)C1CCC1
  0.2, .
O=C(CSc1nnc(-c2cccnc2)n1-c1ccccc1)N1CCc2ccccc21
  -0.1, -13
C[C@@H]1CN([C@@H](C)CO)C(=O)c2cc(NS(=O)(=O)c3cccs3)ccc2O[C@@H](C)CCCCO[C@@H]1CN(C)CC1CCCCC1
  -2.7, .

# Rewritten as comma-separated lines: entries from further up.
Molecule,IDH1 mut inh,EZH2 inh
C[C@H]1CN([C@@H](C)CO)C(=O)c2cc(/C=C/c3ccccc3)cnc2O[C@@H]1CN(C)S(=O)(=O)c1ccc(F)cc1,-3.5,21
Cc1noc(C)c1S(=O)(=O)Nc1ccc2c(c1)C(=O)N([C@H](C)CO)C[C@H](C)[C@H](CN(C)S(C)(=O)=O)OCCCC[C@H](C)O2,2.4,.

# (more compounds)
# Below each compound: IDH1 mut inh, EZH2 inh
CO[C@H]1CN(C)C(=O)c2ccc(NC(=O)C3CC3)cc2OC[C@H](C)N(C(=O)CN(C)C)C[C@@H]1C
  -0.5, -2
COc1ccccc1CNC(=O)C[C@@H]1C=C[C@@H](NC(=O)CN(C)C)[C@@H](CO)O1
  -0.1, 3
COc1ccc(S(=O)(=O)N(CC(=O)Nc2ccccc2F)C2CCCCC2)cc1Cl
  -0.2, 17
C[C@H]1CN([C@@H](C)CO)C(=O)CCCn2nncc2CO[C@@H]1CN(C)C(=O)Nc1ccc(F)cc1
  -0.4, .
Cc1noc(C)c1NC(=O)N(C)C[C@H]1Oc2ccc(NC(=O)c3ccncc3)cc2CC(=O)N([C@H](C)CO)C[C@H]1C
  1.8, .
CCC[C@@H]1C[C@@H](C(=O)N[C@@H]([C@H]2O[C@H](SC)[C@H](O)[C@@H](O)[C@@H]2O)[C@@H](C)O)N(C)C1
  -2.5, -9
Cn1c(CN2CCOCC2)nnc1SCC(=O)Nc1ccccc1Br
  0.4, -5
O=C(C[C@@H]1C[C@H]2c3cc(NC(=O)NC4CCCC4)ccc3O[C@H]2[C@H](CO)O1)NCC1CC1
  0.0, -3
C[C@@H]1CN([C@H](C)CO)S(=O)(=O)c2ccc(C#CC3CCCC3)cc2O[C@H]1CN(C)C(=O)C1CC1
  ., -10
C[C@@H]1CN([C@@H](C)CO)C(=O)c2cc(-c3cccc(C#N)c3)cnc2O[C@@H]1CN(C)Cc1ccc(F)cc1
  0.1, -2
O=C(CC1C(=O)NCCN1C(=S)Nc1ccccc1)Nc1ccc(F)cc1 (stereo not given)
  0.0, 0
COc1ccc(NC(=O)CSc2nc(O)cc(=O)n2-c2ccc(C)cc2)cc1
  -0.1, 29
COc1ccc(NC(=O)Nc2ccc3c(c2)C(=O)N([C@H](C)CO)C[C@@H](C)[C@H](CN(C)C)OCCCC[C@@H](C)O3)cc1
  ., 6
CO[C@H]1CN(C)C(=O)c2ccc(NS(=O)(=O)CC(F)(F)F)cc2OC[C@@H](C)N(Cc2nccs2)C[C@@H]1C
  0.1, 10
C[C@H](O)C#Cc1cnc2c(c1)C(=O)N([C@@H](C)CO)C[C@@H](C)[C@@H](CN(C)C(=O)CC1CC1)O2
  ., -8
C[C@H]1CN([C@@H](C)CO)C(=O)Cc2cc(NC(=O)Nc3ccc(C(F)(F)F)cc3)ccc2O[C@@H]1CN(C)Cc1ccc(Oc2ccccc2)cc1
  0.2, .
CNC[C@H]1OCCCC[C@@H](C)Oc2ccc(NC(=O)Nc3ccccc3)cc2C(=O)N([C@@H](C)CO)C[C@H]1C
  4.8, -13
C[C@@H]1CN([C@@H](C)CO)C(=O)c2cc(-c3ccccc3F)cnc2O[C@@H]1CN(C)Cc1cccc(F)c1
  -2.0, -4
CCCC#Cc1cnc2c(c1)C(=O)N([C@@H](C)CO)C[C@H](C)[C@H](CN(C)C(=O)Cc1cccnc1)O2
  -0.5, .
O=C(O)CCCCCCC(=O)N/N=C/c1ccc(CO)o1
  0.4, 0
C[C@@H]1CN([C@@H](C)CO)C(=O)Cc2cc(NC(=O)Cc3cn(C)c4ccccc34)ccc2O[C@H]1CN(C)S(=O)(=O)c1cccs1
  -8.1, .
C/C=C/c1ccc2c(c1)O[C@H](CN(C)Cc1cccnc1)[C@H](C)CN([C@H](C)CO)S2(=O)=O
  -0.2, 8
C[C@@H]1CN([C@@H](C)CO)C(=O)c2cccc(N(C)C)c2O[C@H]1CN(C)C(=O)Nc1ccc2c(c1)OCO2
  -2.0, -13
Cn1c(SCc2nc(-c3cccs3)no2)nnc1-c1ccccc1
  -0.3, 11
COc1ccc(CN(C)C[C@H]2OCCCC[C@@H](C)Oc3ccc(NC(=O)NC(C)C)cc3C(=O)N([C@@H](C)CO)C[C@H]2C)cc1
  ., -20
CCCC#Cc1cnc2c(c1)C(=O)N([C@H](C)CO)C[C@H](C)[C@@H](CN(C)C(=O)Nc1cccc(F)c1)O2
  ., -7
C[C@H](CO)N1C[C@H](C)[C@@H](CN(C)S(=O)(=O)c2cccs2)Oc2ccc(NC(=O)NC3CCCCC3)cc2C1=O
  0.7, .
C[C@@H]1CN([C@@H](C)CO)C(=O)c2cc(NC(=O)Nc3ccc4c(c3)OCO4)ccc2O[C@@H](C)CCCCO[C@@H]1CN(C)Cc1ccc(C(=O)O)cc1
  -3.4, .
C[C@H](NC(=O)C[C@@H]1C=C[C@H](NC(=O)Nc2ccc3c(c2)OCO3)[C@H](CO)O1)c1ccccc1
  -0.1, 4
O=C(Nc1cccc(Cl)c1)N[C@H]1CC[C@@H](CCn2cc(Cc3ccccc3)nn2)O[C@@H]1CO
  0.5, 10
COc1ccc(CN2C[C@@H](C)[C@H](OC)CN(C)C(=O)c3cc(NC(=O)c4nc5ccccc5s4)ccc3OC[C@@H]2C)cc1
  0.0, -7
COc1ccc(C)cc1NC(=O)C(C)NS(=O)(=O)c1ccc(Cl)cc1 (stereo not given)
  1.2, -1
COc1ccc(Cl)cc1NC(=O)CN1C(=O)c2ccccc2S1(=O)=O
  -0.2, -8
O=C(Nc1ccc2c(c1)[C@H]1C[C@@H](CC(=O)N3CCc4ccccc4C3)O[C@H](CO)[C@H]1O2)c1ccc2c(c1)OCO2
  -0.4, -7
CC(=O)Nc1ccc(S(=O)(=O)NC2(C(F)(F)F)C(=O)N(Cc3ccc(F)cc3)C3=C2C(=O)CC(C)(C)C3)cc1 (stereo not given)
  0.0, -14
C[C@H](CO)N1C[C@H](C)[C@@H](CN(C)C(=O)c2ccccc2)Oc2cc(C#CC3CC3)ccc2S1(=O)=O
  -2.3, 1
CNc1nc(Oc2ccc(=O)[nH]n2)nc(N2CCOCC2)n1
  -0.1, -11
C[C@H]1CCCCO[C@H](CN(C)Cc2ccncc2)[C@@H](C)CN([C@@H](C)CO)C(=O)c2cc(NC(=O)Nc3ccc4c(c3)OCO4)ccc2O1
  0.6, .
C[C@@H]1CN([C@@H](C)CO)C(=O)c2cccc(NC(=O)C3CCOCC3)c2O[C@H]1CN(C)CC1CC1
  2.6, 16
COc1ccc(NC(=O)C(C)Oc2ccc3c(C)c(CCC(C)C)c(=O)oc3c2)cc1 (stereo not given)
  -0.4, -4
Cc1ccc(S(=O)(=O)N(C)C[C@@H]2Oc3ccc(NC(=O)Cc4cn(C)c5ccccc45)cc3CC(=O)N([C@H](C)CO)C[C@@H]2C)cc1
  -33, .
O=C(C[C@H]1C[C@@H]2c3cc(NC(=O)NC4CCCC4)ccc3O[C@@H]2[C@H](CO)O1)NCC1CC1
  0.1, -7
